# FUS suppressor = rescues growth of FUS-expressing yeast | S. cerevisiae FUS-expressing, growth rescue, OD600, 24 h | Potency, µM (top dose mostly 76.6 µM), for the others: at the top dose growth rescue (activation), usual class: activators | hit rate 0.24% among 390,000 | AID 1347120;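 further: potency means the concentration at half of the fitted maximal effect; plate controls were DMSO vehicle for no effect and reference control for full effect; nearly all actives have a fitted effect of over 55% in size; some results filed as inactive show a strong effect at the top dose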
#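 Compound concentration series was pinned onto galactose-induced FUS-expressing yeast seeded at OD 0.005. Plates sat 24hr at 30C; absorbance at 600 nm gave growth. DMSO served as background control.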
# D3 antag = blocks the human D3 dopamine receptor. P35462. D3R cells, DiscoveRx beta-arrestin luminescence, antagonist mode; stronger effect = lower value. max response, negative = inhibition, %. hit rate 2.5% among 360,000. AID 652054; in the data active means max response below about -50%; inconclusive means no clear call, values can overlap the other calls; further: on the % scale 0 is the no-effect control and ±100 the full control effect; mostly tested at two doses, the higher about 12 µM
# Target sequence (P35462 whole entry, looked up): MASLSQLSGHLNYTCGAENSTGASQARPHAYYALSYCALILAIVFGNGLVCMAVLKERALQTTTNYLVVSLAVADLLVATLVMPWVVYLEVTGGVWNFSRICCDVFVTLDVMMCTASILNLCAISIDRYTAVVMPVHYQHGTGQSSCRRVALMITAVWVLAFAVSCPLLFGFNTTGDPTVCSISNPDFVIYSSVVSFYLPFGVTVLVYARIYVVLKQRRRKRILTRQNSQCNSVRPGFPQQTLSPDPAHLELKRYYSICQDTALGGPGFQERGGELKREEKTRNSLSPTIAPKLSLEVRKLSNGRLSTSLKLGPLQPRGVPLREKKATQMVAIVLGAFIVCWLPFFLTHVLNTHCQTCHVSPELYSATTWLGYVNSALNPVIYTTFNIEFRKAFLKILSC
#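 Cells plated overnight at 1500 cells/well, then exposed to library compounds with dopamine controls for 90 minutes at 37 degrees C. DiscoveRx reagent added for 30–60 minutes at room temperature; luminescence read, quantitative HTS format.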
# GLP1R inv ag = inverse agonists of human GLP-1 receptor; P43220; HEK293 GLP-1R CRE-luciferase, luminescence, 24 h; GLP-1R form is constitutively active; Potency, µM (highest dose often 38.3 µM), for the others: top-dose activity change, negative = inhibition, usual class: inhibitors; hit rate 1.6% among 410,000; further: potency means the concentration at half of the fitted maximal effect; on the % scale 0 is the no-effect control and ±100 the full control effect; nearly all actives have a fitted effect of over 55% in size
#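 GLP-1R inverse agonism mode: basal reporter luminescence in engineered HEK293 cells measured after one day of compound exposure at 37 deg C, with a 12 min room-temperature detection step.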
# pAkt inh = inhibitors of Akt phosphorylation | Neuro2A IGF-stimulated pAkt S473 HTRF, 20 min; stronger effect = lower value | hit rate 0.32% among 360,000 | activity change, % for hits at 50 µM; in the data active means activity change below about -80%; inconclusive means mostly about -51% to -80%; further: on the % scale 0 is the no-effect control and ±100 the full control effect
#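 Neuro2A cells (4,500/well, DMEM with 0.5% FBS) were treated with compound at a single 50 µM final concentration, stimulated with 6 nM IGF for 20 min at 37 °C, and lysed. Phospho-Akt Ser473 was read by HTRF as 665/615 ratio ×10^4.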
# TDP43 rescue = TDP-43 toxicity inhibition in yeast | TDP-43 expressing yeast growth rescue, BacTiter-Glo, 24 h | Potency, µM (series often up to 46.1 µM), for inactives: at the top dose growth rescue (activation), hits mostly activators | hit rate 1.8% among 410,000; further: potency means the concentration at half of the fitted maximal effect; % of control where 0% means no effect; nearly all actives have a fitted effect of over 50% in size
#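 Galactose-induced TDP-43 yeast, OD600=0.02, compound pinned; 24 hr, 30 deg C; BacTiter-Glo luminescence for growth. Inhibitors of TDP-43 toxicity read as activators.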
# PTHR1 ag = PTHR1 (human) receptor agonism | Q03431 | HEK293 GP2 PTHR1 cells, GloSensor cAMP luminescence, 1 h | Potency, µM (highest dose often 115 µM), without a hit: at the top dose activation, usual class: activators | hit rate 0.075% among 410,000 | AID 743266; further: potency means the concentration at half of the fitted maximal effect; nearly all actives have a fitted effect of over 55% in size; some results filed as inactive show a strong effect at the top dose; inactives centre near -15; many of its hits are not listed in these tables
# Target sequence (Q03431 whole entry, looked up): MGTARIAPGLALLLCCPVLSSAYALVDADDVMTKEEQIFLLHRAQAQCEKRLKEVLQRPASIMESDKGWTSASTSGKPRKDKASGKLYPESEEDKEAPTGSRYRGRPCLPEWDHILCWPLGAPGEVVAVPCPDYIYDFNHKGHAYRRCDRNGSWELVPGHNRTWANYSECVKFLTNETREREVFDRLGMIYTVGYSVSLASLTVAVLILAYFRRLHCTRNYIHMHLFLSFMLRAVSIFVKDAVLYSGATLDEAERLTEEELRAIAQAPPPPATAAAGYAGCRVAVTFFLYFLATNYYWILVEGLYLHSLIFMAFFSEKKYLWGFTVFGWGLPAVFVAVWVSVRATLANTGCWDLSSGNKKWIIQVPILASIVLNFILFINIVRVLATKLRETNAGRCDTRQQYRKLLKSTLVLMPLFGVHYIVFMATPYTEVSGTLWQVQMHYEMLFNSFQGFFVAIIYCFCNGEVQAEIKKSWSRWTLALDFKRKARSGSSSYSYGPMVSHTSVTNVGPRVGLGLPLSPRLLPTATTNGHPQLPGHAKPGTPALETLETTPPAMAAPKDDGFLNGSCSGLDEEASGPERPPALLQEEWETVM
#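 HEK-293-derived GP2 cells expressing PTHR1 and a GloSensor cAMP reporter, 3,000/well, plated overnight, given luciferin plus IBMX (each 0.5 mM as added) for 1 h at 37 °C, then compound for 1 h at 37 °C. Luminescence was read after 15 min at room temperature.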
# aSyn rescue = rescues yeast growth from alpha-synuclein toxicity | Yeast expressing alpha-synuclein, growth rescue, BacTiter-Glo, 24 h | Potency, µM (titrated, usually from 46.1 µM), for the others: at the highest dose growth rescue (activation), usual class: activators | hit rate 0.14% among 370,000 | AID 652106; further: potency means the concentration at half of the fitted maximal effect; % of control where 0% means no effect; nearly all actives have a fitted effect of over 65% in size
#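 Rescue of yeast growth: cells expressing toxic alpha-synuclein, induced in galactose at OD600 0.02, incubated with compound 24 h at 30 C. ATP luminescence quantified growth; inhibitors of toxicity appear as activators.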
# GLP-1R agonist = GLP-1 receptor (human) agonism; HEK293 GLP-1R CRE-luciferase, luminescence, 4-6 h; cells express a hypersensitive GLP-1R form; P43220; Potency, µM (series often up to 45.6 µM), inactives show at the top dose activation, usual class: activators; hit rate 0.007% among 380,000; further: potency means the concentration at half of the fitted maximal effect; % of control where 0% means no effect
# Abeta rescue = compounds reversing amyloid beta toxicity in yeast | yeast expressing A-beta42, growth rescue, OD600, 48 h; response scale: 0% DMSO, 100% iron-clioquinol control | Potency, µM (titrated, usually from 46.1 µM), for the others: at the top dose growth rescue, most hits filed as activators | hit rate 0.063% among 410,000; further: potency means the concentration at half of the fitted maximal effect; nearly all actives have a fitted effect of over 55% in size
#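 Yeast growth medium received pinned compounds, then yeast cells expressing toxic A-beta were added; plates incubated at 30 C for 48 hr. Growth read as absorbance at 600 nm, normalized to DMSO and equimolar FeCl3 plus clioquinol controls.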
# Starred values were filed as active, the others as inactive; i = inactive; u = inconclusive; x = no result given; [ ] = another dose, or the depositor's remark. Unless noted, the call rests on the fitted dose curve; in most records, active means well fitted curve in the direction sought with a large enough effect; inconclusive means small, poorly fitted or top-dose-only effect, or another doubt; inactive means no such curve, though single readings can be large; an effect the other way counts as inactive or inconclusive. These rows are one share of the data, so the mix of outcomes need not match the whole.
SMILES,FUS suppressor,D3 antag,GLP1R inv ag,pAkt inh,TDP43 rescue,PTHR1 ag,aSyn rescue,GLP-1R agonist,Abeta rescue
Cn1c(CN2CCOCC2)nnc1SCC(=O)Nc1cc(Cl)ccc1Cl,34%,5,-4%,i,-11%,8%,0%,8%,-3%
O=C(COc1ccc(Cl)cc1)NCc1nnc(SCC(=O)NC2CCCC2)o1,10%,-6,4%,i,0%,i,-12%,0%,10%
O=C(Cn1nnc(-c2cccs2)n1)N1CCOCC1,17%,-8,12%,i,-15%[9.22 µM],-19%,-2%,3%,-12%
CCOCCn1c(=O)c2c(nc3n2CCN3c2ccc(C)cc2)n(C)c1=O,6%,7,0%,i,-5%,i,-5%,10%,-12%
C#Cc1cccc(C(=O)N2CCCC(CCC(=O)NCc3ccccc3F)C2)c1 (stereo not given),6%,1,u,i,28%,-21%,0%,0%,-1%
Cc1ccc(NC(=O)CN2C(=O)COc3ccc(S(=O)(=O)N4CCCCCC4)cc32)cc1Cl,-5%,x,u,x,15%,-10%,x,x,-3%
COc1ccccc1C(=O)NC(CCSC)C(=O)NCCCn1nc(C)cc1C (stereo not given),-1%,-23,7%,i,7%,-20%,-5%,-12%,13%
COc1ccc(NC(=O)CN(C)C(=O)c2cccc(S(=O)(=O)Nc3ccc(OC)cc3)c2)cc1,10%,0,-14%,i,27%,i,1%,-7%,14%
COc1ccc(CCn2ccc(O)c(Cc3ccc(Cl)cc3)c2=O)cc1OC,5%,6,-7%,i,-6%,-35%[inhibitor],2%,2%,1%
O=C(COC(=O)c1ccccc1C(=O)N1CCN(c2ccccc2)CC1)Nc1ccccc1,11%,-6,u,i,1%,-35%[inhibitor],10%,9%,16%
CC(C)N1C(=O)c2ccccc2N(Cc2ccccc2)S1(=O)=O,12%,17,u,i,u,-15%,12%,-2%,12%
CCOC(=O)C1CCN(C(=O)CSc2n[nH]c(-c3ccc(F)cc3)n2)CC1,0%,x,29%,x,7%,-34%[inhibitor],x,x,-10%
Cc1ccc(C)c(C(=O)COC(=O)C(C)N2C(=O)C3C4CCC(C4)C3C2=O)c1 (stereo not given),25%,-20,u,i,-4%,i,-2%,9%,-2%
CCSc1nnc(NC(=O)CSc2nccn2-c2cccc(C)c2C)s1,28%,12,u,i,16µM*,-7%,4%,-1%,-29%
CC(O)(CS(=O)(=O)Cc1ccc(Cl)cc1)C(=O)Nc1cccc(C(F)(F)F)c1 (stereo not given),18%,-18,-47%,i,1%,i,-2%,3%,27%
Cc1cc(C)cc(OCC(=O)Nc2c(C(=O)c3ccccc3)oc3ccccc23)c1,-26%,x,16%,x,0%,-24%,x,x,2%
CCCCN(C=O)c1c(CC)nc2ccc(C(=O)N(C)Cc3ccco3)cn12,-6%,19,11%,i,19%,-27%,2%,2%,-3%
CC(C)c1ccc(CCNC(=O)CCNC(=O)c2ccc(Br)cc2)cc1,x,15,-12%,i,-5%,-38%[inhibitor],1%,-3%,7%
C/C=C/Cn1cccc(C(=O)Nc2ccc(OC)cc2)c1=O,12%,-9,-5%,i,-27%,-16%,-2%,4%,-3%
O=[N+]([O-])c1ccc(N=Nc2ccc(O)c3ccccc23)cc1,33%,-71*,u,i,-26%,-94%[inhibitor],-25%,0%,-4%
CCn1c(N2CCN(CC(=O)Nc3cccc(C)c3C)CC2)nc2ccccc21,1%,2,u,i,15%,-29%[57.5 µM],3%,-6%,13%
COc1ccc(C(C(=O)NC2CCCCC2)N(C(=O)c2ccco2)c2ccccc2C(C)=O)cc1OC (stereo not given),-6%,1,4%,i,23%,-12%,1%,3%,-5%
CSc1nc(O)c(Nc2cccc(Cl)c2)c(=O)[nH]1,-33%,2,-2%,i,8%,-16%,-4%,-6%,-22%
O=C(O)/C=C/c1ccc2ccccc2n1,0%,-11,-4%,i,23%,-10%[57.5 µM],24%,0%,-22%
Cn1c(SCC(=O)NC2CC2)nnc1C1CC1,-14%,-9,5%,i,-7%,-18%,-9%,-5%,4%
CCCCN(C)CCN1C(=O)C2C(C(=O)Nc3ccc(Cl)cc3)C3C=CC2(O3)C1C(=O)NC1CCCCC1 (stereo not given),15%,2,u,i,-10%,i,1%,1%,13%
C=CCOc1ccc(CNn2c(C)n[nH]c2=S)cc1OC,9%,40,29%,x,3%,u,4%,11%,13%
O=S(=O)(Nc1ccc(F)cc1)c1ccc(NS(=O)(=O)c2cccs2)cc1,1%,24,-10%,i,3%,i,11%,2%,2%
CC1(C)CC(=O)C2=C(C1)c1c(ccc3ccccc13)NC2c1ccco1 (stereo not given),4%,9,0%,i,-6%,-5%[57.5 µM],2%,3%,-5%
CCN(CC)c1ccc(C(=O)NNC(=O)CN2C(=O)NC3(CCCCC3)C2=O)cc1,6%,-1,2%,i,-21%,i,1%,-9%,0%
COc1ccc(NS(=O)(=O)c2cccc(C(=O)N/N=C/c3ccccc3OC)c2)cc1,7%,-7,4%,i,12%,-2%,-1%,-10%,3%
CCc1nc2ccc(C(=O)Nc3ccc(NC(C)=O)cc3)cc2nc1CC,x,u,29%,i,1%,-35%[inhibitor],-6%,4%,-1%
COc1cccc(/C=N/NC(=O)CNC(=O)COc2ccccc2)c1O,10%,5,u,i,-6%,i,0%,3%,-7%
Cc1cccc(Nc2cc(C)nc3ccccc23)c1,9%,17,-11%,i,-4%[1.82 µM],-3%,-2%,10%,3%
CCSc1ccccc1C(=O)NCc1ccc(OC)cc1,11%,-19,-8%,x,-7%,-1%[57.5 µM],-1%,-2%,12%
CCOc1ccc(S(=O)(=O)N2CCN(CC)CC2)cc1NC(=O)c1ccccc1F,3%,-11,u,i,-11%,-4%,1%,13%,2%
O=C1/C(=C/c2cccnc2)Cc2ccc(Cl)cc21,-2%,12,17%,i,-5%,i,-1%,-2%,-11%
Cc1nn(C)c(C)c1CCC(=O)NC1CC(C)(C)Cc2c1cnn2-c1ccccc1 (stereo not given),13%,7,-24%,i,18%,-8%,4%,-1%,-12%
CCn1c(CN2CCN(c3cccc(Cl)c3)CC2)nc2c1c(=O)[nH]c(=O)n2C,3%,x,-16%,x,4%,i,x,4%,-12%
Cc1cc(N2C(=O)C(O)=C(C(=O)c3cccs3)C2c2cccc(O)c2)no1 (stereo not given),19%,10,7%,i,-7%,5%[57.5 µM],1%,-8%,6%
Cc1cccc(C)c1NC(=O)C(c1ccncc1)N1CCN(C)CC1 (stereo not given),-3%,-9,14%,i,0%,-3%,3%,x,-4%
COc1ccc(C(C(=O)NC(C)(C)C)N(C(=O)CCC(=O)Nc2cc(C)on2)c2ccccc2F)cc1 (stereo not given),-1%,2,-8%,i,17%,i,6%,2%,-2%
Cc1c(C(=O)N2CCOCC2)cc(C(C)(C)C)n1-c1ccccc1,5%,1,-66%,i,7%,-8%,0%,16%,-12%
COc1ccc(OC)c2[nH]c(=O)c(CCNC(=O)C(C)C)cc12,-9%,-20,-1%,i,9%,i,-1%,-6%,-7%
COc1ccc(-c2nnsc2N2C(=O)c3ccccc3C2=O)cc1,0%,-11,7%,i,-8%,i,2%,5%,-1%
COc1ccc(NC(=O)c2ccc(-c3nc(COc4ccccc4)c(C)o3)cc2)cc1,-8%,x,13%,x,2%,i,x,x,-5%
CCc1cc(CNC(=O)CC2C(=O)NCCN2Cc2c(F)cccc2Cl)on1 (stereo not given),6%,7,2%,i,-10%,i,-3%,13%,-1%
COc1ccc(OC)c(C(=O)CN2C(=O)N(c3ccc(C)cc3)S(=O)(=O)c3ccccc32)c1,43%,x,-14%,x,17%[9.22 µM],i,x,x,1%
CC1(C)NC(=O)N(CC(=O)N2CCCC(C(F)(F)F)C2)C1=O (stereo not given),-10%,-2,17%,i,12%,-24%,-7%,-25%,8%
CC(C)CN(C(=O)COC(=O)Cc1ccc(Cl)cc1)c1c(N)n(Cc2ccccc2)c(=O)[nH]c1=O,13%,-12,u,i,1%,i,-3%,-34%[inhibitor],-5%
COCCCNC(=O)/C(C#N)=c1\s/c(=C\c2ccccc2OC(F)F)c(=O)n1CCCOC,21%,0,10%,i,6%,i,-1%,2%,8%
Cc1c(S(=O)(=O)N2CCCC(C(=O)O)C2)cnn1C (stereo not given),-13%,-11,0%,i,-21%,-1%,-1%,-2%,-17%
CCOc1ccc(NC(=S)NN(C)C(=S)Nc2ccc(OCC)cc2)cc1,x,8,u,i,u,i,-4%,2%,u
COC(=O)c1sc(-c2cccs2)cc1NC(=O)/C=C/C(=O)O,4%,-10,u,i,-21%[1.82 µM],-34%[inhibitor],0%,9%,15%
CCCn1c(CCC(=O)O)ccc1-c1ccc(OC)cc1,u,5,-14%,i,8%,i,3%,14%,16%
CCOC(=O)CSc1nc(-c2ccncc2)ccc1C#N,11%,4,95%[activator],i,24%,-17%,10%,15%,0%
O=C(COc1ccccc1Cl)Nc1ccc(N2CCCC2)cc1,1%,3,48%[activator],i,23%,-25%,4%,14%,3%
CCOc1ccccc1NC(=O)Cn1ncc2c(=O)oc3ccc(C)cc3c21,-36%,x,1%,x,22%,-23%,x,x,11%

# In the list so far, these have a cyano group.
SMILES,FUS suppressor,D3 antag,GLP1R inv ag,pAkt inh,TDP43 rescue,PTHR1 ag,aSyn rescue,GLP-1R agonist,Abeta rescue
COCCCNC(=O)/C(C#N)=c1\s/c(=C\c2ccccc2OC(F)F)c(=O)n1CCCOC,21%,0,10%,i,6%,i,-1%,2%,8%
CCOC(=O)CSc1nc(-c2ccncc2)ccc1C#N,11%,4,95%[activator],i,24%,-17%,10%,15%,0%
